Screening data from PubChem BioAssay.
DNMT1 inh = blocks human DNA methyltransferase DNMT1; 360,000 compounds, 0.83% hits; DNMT1 molecular beacon, Hinp1I cleavage, fluorescence; inhibition (reported as % activation of signal), % at 10 µM; P26358; in the data active = inhibition above about 50%
Scp-1 inhibitor = blocks human Scp-1 phosphatase activity | Recombinant Scp1, phosphopeptide, malachite green phosphate absorbance | inhibition, % at 20 µM | 340,000 compounds, 0.88% hits;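 active = inhibition above about 50% at 20 µM, limit read from the data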;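 note: plate controls were DMSO wells with enzyme for no effect and wells lacking enzyme for full effect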
Target sequence (Q9GZU7 76-261 limits assumed): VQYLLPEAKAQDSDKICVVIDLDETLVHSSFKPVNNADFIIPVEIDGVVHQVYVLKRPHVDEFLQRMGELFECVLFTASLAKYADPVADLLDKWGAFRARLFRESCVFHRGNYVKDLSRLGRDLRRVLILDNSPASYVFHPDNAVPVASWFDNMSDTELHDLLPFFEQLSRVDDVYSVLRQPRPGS
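Times: enzyme reaction 45 min at room temperature, colour 5 min, stabilisation 30 min. Material: SCP-1 catalytic fragment, aa 76-261. Medium: Acidic Tris acetate buffer with magnesium and detergent. Signal: colorimetric free-phosphate detection, absorbance 630 nm. Read-out basis: % inhibition of SCP-1 phosphate liberation. Reagent: Phosphorylated 17-residue peptide substrate.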
LMPTP block = blocks human LMPTP phosphatase | inhibition, % at 20 µM | 360,000 compounds, 0.22% hits | recombinant LMPTP-A, OMFP fluorogenic substrate, fluorescence intensity | AID 651560;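 active = compounds that cut the enzyme signal by at least half of the control window in the single-dose screen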;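 note: plate controls were DMSO wells with enzyme plus substrate for no effect and substrate without enzyme for full effect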
Target sequence (P24666 whole entry, looked up): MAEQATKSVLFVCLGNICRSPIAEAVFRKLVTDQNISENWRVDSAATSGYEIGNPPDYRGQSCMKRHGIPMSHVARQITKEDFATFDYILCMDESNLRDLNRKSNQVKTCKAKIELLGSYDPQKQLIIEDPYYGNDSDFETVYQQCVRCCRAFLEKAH
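material = LMPTP-A | quantity = 0.625 nM enzyme | reagent = OMFP substrate, 400 µM final | buffer or medium = Bis-Tris pH 6.0, DTT, detergent | detection = endpoint fluorescence intensity from OMFP dephosphorylation | dosing = single 20 µM dose | read-out basis = % inhibition relative to no-enzyme and uninhibited control wells | control set = no-enzyme and uninhibited controls | timing = 50 min at room temperature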
TbMetRS inhib = Trypanosoma brucei MetRS inhibition; AID 624268; purified T. brucei MetRS, ATP depletion, Kinase-Glo luminescence; 360,000 compounds, 0.4% hits; inhibition, % at 11.9 µM;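 active = inhibition above a per-plate cutoff of the control wells' mean inhibition plus 3 SD, cut at about 5.5% in these data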;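 note: 0% = DMSO wells median and 100% = median of wells with control inhibitor compound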
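Material – parasite MetRS enzyme · Medium – HEPES-MgCl2-KCl buffer plus DTT, spermine, BSA, pyrophosphatase · Reagent – ATP, methionine and E. coli bulk tRNA substrates · Times – 15 min enzyme-compound preincubation, 2 h reaction, 10 min detection, 25 °C · Measured by – luminescence of leftover ATP · Evaluation – percent inhibition relative to median high and low control wells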
STEP inh = inhibitors of human striatal-enriched phosphatase STEP; AID 588621; 360,000 compounds, 0.25% hits; P54829; recombinant STEP, OMFP fluorogenic substrate, fluorescence; inhibition, % at 20 µM;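 active = inhibition at 20 µM, scaled per plate between control wells, above about 37%, limit read from the data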;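 note: 0% = DMSO with enzyme and substrate and 100% = substrate only without enzyme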
Target sequence (P54829 whole entry, looked up): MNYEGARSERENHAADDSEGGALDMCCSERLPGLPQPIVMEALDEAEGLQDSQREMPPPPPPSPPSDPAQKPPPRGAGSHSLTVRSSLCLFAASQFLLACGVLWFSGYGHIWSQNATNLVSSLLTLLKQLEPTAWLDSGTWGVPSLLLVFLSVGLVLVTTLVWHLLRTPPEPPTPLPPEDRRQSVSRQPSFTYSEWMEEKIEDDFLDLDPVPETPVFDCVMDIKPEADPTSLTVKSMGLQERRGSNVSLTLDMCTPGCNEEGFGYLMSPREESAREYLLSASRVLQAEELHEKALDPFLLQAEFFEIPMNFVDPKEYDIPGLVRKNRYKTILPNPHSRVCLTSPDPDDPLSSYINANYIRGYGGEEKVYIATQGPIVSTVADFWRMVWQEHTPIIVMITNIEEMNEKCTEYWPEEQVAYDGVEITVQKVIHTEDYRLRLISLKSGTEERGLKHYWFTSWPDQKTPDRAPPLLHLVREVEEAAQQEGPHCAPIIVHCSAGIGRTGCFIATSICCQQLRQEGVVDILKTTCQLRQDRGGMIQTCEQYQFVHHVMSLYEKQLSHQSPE
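System: STEP phosphatase, cell-free reaction; Buffer or medium: Bis-Tris pH 6.0 buffer with DTT, detergent; Incubation: 20 min at room temperature, dark; Measured by: fluorescence, 480/540 nm.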
CSN inh = CSN deneddylation inhibition | Q92905 | Purified CSN, SCF-Nedd8-OG deneddylation, fluorescence polarization | inhibition, % at 12.5 µM | 360,000 compounds, 0.38% hits | AID 651999;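 active = pattern-corrected inhibition above about 35%, with an unprinted fluorescence ratio check between 0.5 and 1.5, limit read from the data, passing the limit was not always enough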;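 note: 0% = enzyme with substrate and 100% = substrate without enzyme; some results filed as inactive read as strong as hits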
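Detection – fluorescence polarization · System – HEK293T-derived human Csn5 enzyme · Controls – substrate-only high control, full reaction low control · Timing – 90 min, room temperature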
Rpn11 inh = blocks the human proteasome subunit Rpn11 | O00487 | human 26S proteasome, Ub4-pepOG fluorescence polarization; 20S core pre-blocked with epoxomicin | calls only at 20 µM | 360,000 compounds, 0.59% hits | AID 588493;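 active = inhibition at 20 µM, scaled to each plate's controls, above about 33%, limit read from the data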
NadD inh = NadD (S. aureus) enzyme inhibition; inhibition, % at 20 µM; 360,000 compounds, 0.78% hits; AID 602399; purified NadD enzyme, colorimetric absorbance read-out; in the data active = inhibition above about 26%; note: some compounds past the cut are filed as inactive
MsrA inh = inhibits bovine methionine sulfoxide reductase A; purified bovine MsrA, absorbance read-out; inhibition, % at 15.5 µM; 360,000 compounds, 0.75% hits; in the data active = inhibition above about 4.5%;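 note: 0% = vehicle wells with enzyme and 100% = reference inhibitor wells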
SUMO1-SIM PPI = SUMO1-SIM interaction modulation; SUMO1 binding to a labelled peptide, TR-FRET, 1 h; inhibition, % at 20 µM; 360,000 compounds, 0.33% hits; AID 602429; in the data active = inhibition above about 37%
Target sequence (P63165 whole entry, looked up): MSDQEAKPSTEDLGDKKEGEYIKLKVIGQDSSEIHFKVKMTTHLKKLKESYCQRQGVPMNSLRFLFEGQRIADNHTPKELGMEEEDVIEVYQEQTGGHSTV
Starred values were filed as active, the others as inactive; i = inactive; . = not tested or not shown; + = active, no number. Outcome played no part in choosing rows. About 3.9% of those tested had a hit in this group.

Sample of the layout (11 entries):
SMILES	DNMT1 inh	Scp-1 inhibitor	LMPTP block	TbMetRS inhib	STEP inh	CSN inh	Rpn11 inh	NadD inh	MsrA inh	SUMO1-SIM PPI
O=S(=O)(c1ccccc1)N1CCN=C1SCc1ccc(Cl)c(Cl)c1	0	23	3.9	0.1	-1	-2	i	5	-0.1	1
CCOC(=O)N1CCN(C(=O)C2CCN(C(=O)c3ccc(C(C)(C)C)cc3)CC2)CC1	1	5	1.6	0.3	0	0	i	0	1.4	1
CCOC(=O)c1c(C)[nH]c(C(=O)OCC(=O)N(C)C2CCS(=O)(=O)C2)c1C (configuration not stated)	1	-6	-1.4	0.0	-1	-2	i	2	0.4	0
C=C(C)COc1ccc(-c2ncncc2-c2ccc(OC)cc2)c(O)c1	-3	1	1.5	-1.1	2	0	i	-4	0.4	1
CCOc1cccc(OCCCCn2ccnc2)c1	-1	3	-0.6	-0.3	-2	0	i	-4	0.0	-3
O=C(CN1CCOCC1)NCCNS(=O)(=O)c1ccccc1	1	-5	-1.7	0.0	-2	6	i	4	-1.0	0
CC(C)C[C@H]1CNC(=S)N1CC1CCN(CCCC2CCCC2)CC1	3	4	-2.1	-0.3	-1	4	i	6	-1.8	-3
COC(=O)C1C(C(=O)OC)C1(c1ccccc1)c1ccccc1 (configuration not stated)	-2	7	-0.2	0.2	-4	-2	i	-5	-1.1	-1
N#CC1=C2SC=C(c3ccc(Br)cc3)N2CCCC1=O	-9	-4	3.6	-0.2	2	10	i	-8	-0.3	-9
CCOc1ccc(C2=[N+]([O-])C(C)(C)N(O)C2(C)C)cc1	4	0	-1.6	-0.9	4	-1	i	-2	0.3	0
Cc1ccc(NC(=O)C2CC2)cc1S(=O)(=O)N1CCOCC1	-1	-5	0.7	0.0	0	-5	i	-3	0.6	0

This part in full, from the first entry:
SMILES	DNMT1 inh	Scp-1 inhibitor	LMPTP block	TbMetRS inhib	STEP inh	CSN inh	Rpn11 inh	NadD inh	MsrA inh	SUMO1-SIM PPI
O=S(=O)(c1ccccc1)N1CCN=C1SCc1ccc(Cl)c(Cl)c1	0	23	3.9	0.1	-1	-2	i	5	-0.1	1
CCOC(=O)N1CCN(C(=O)C2CCN(C(=O)c3ccc(C(C)(C)C)cc3)CC2)CC1	1	5	1.6	0.3	0	0	i	0	1.4	1
CCOC(=O)c1c(C)[nH]c(C(=O)OCC(=O)N(C)C2CCS(=O)(=O)C2)c1C (configuration not stated)	1	-6	-1.4	0.0	-1	-2	i	2	0.4	0
C=C(C)COc1ccc(-c2ncncc2-c2ccc(OC)cc2)c(O)c1	-3	1	1.5	-1.1	2	0	i	-4	0.4	1
CCOc1cccc(OCCCCn2ccnc2)c1	-1	3	-0.6	-0.3	-2	0	i	-4	0.0	-3
O=C(CN1CCOCC1)NCCNS(=O)(=O)c1ccccc1	1	-5	-1.7	0.0	-2	6	i	4	-1.0	0
CC(C)C[C@H]1CNC(=S)N1CC1CCN(CCCC2CCCC2)CC1	3	4	-2.1	-0.3	-1	4	i	6	-1.8	-3
COC(=O)C1C(C(=O)OC)C1(c1ccccc1)c1ccccc1 (configuration not stated)	-2	7	-0.2	0.2	-4	-2	i	-5	-1.1	-1
N#CC1=C2SC=C(c3ccc(Br)cc3)N2CCCC1=O	-9	-4	3.6	-0.2	2	10	i	-8	-0.3	-9
CCOc1ccc(C2=[N+]([O-])C(C)(C)N(O)C2(C)C)cc1	4	0	-1.6	-0.9	4	-1	i	-2	0.3	0
Cc1ccc(NC(=O)C2CC2)cc1S(=O)(=O)N1CCOCC1	-1	-5	0.7	0.0	0	-5	i	-3	0.6	0
O=C1CCC[C@@H]2C[C@@]3(C[C@@H]4CCN1[C@H]24)Nc1cc(Cl)ccc1NC3=NC1CCCCC1	-12	11	3.1	-0.1	-2	-1	i	7	0.5	1
CC(C)CC1(C)NC(=O)N(Cc2cc([N+](=O)[O-])cc3c2OCOC3)C1=O (configuration not stated)	0	-1	2.7	-0.7	1	-1	i	-3	-0.1	-26
O=C(Nc1ccc(O)c(-c2nc3ccccc3o2)c1)C1(c2ccccc2)CCCC1	-4	-13	2.9	-1.4	1	-5	i	4	.	-9
CC1CCCCN1S(=O)(=O)c1ccc(C(=O)Nc2nnc(-c3ccccn3)o2)cc1 (configuration not stated)	-2	-13	-0.5	0.0	2	3	i	14	3.6	14
O=C(CSc1ccc(-c2ccco2)nn1)NCc1ccccc1	1	-4	0.3	0.1	-3	-1	i	-2	1.1	-1
CCCc1cc(C(=O)Nc2ccccc2SC)no1	-1	-8	1.3	0.1	2	-2	i	-6	-0.9	-1
O=C1CN(C(=O)COC(=O)c2cccc(S(=O)(=O)NCc3ccccc3)c2)c2ccccc2N1	-3	-3	0.4	0.0	-1	2	i	1	0.6	3
CCOC(=O)c1nc2sc(C)c(C)c2c(=O)[nH]1	1	-17	-0.2	-0.4	1	4	i	-3	2.7	-3
CC(SC1=Nc2ccccc2C2CC=NN12)C(=O)NC1(C#N)CCCCC1 (configuration not stated)	1	-7	1.6	-0.6	-1	-3	i	-3	-0.3	-1
O=C(Cn1nc(C(F)F)cc1C(F)F)NNC(=S)Nc1ccc(Cl)cc1	-8	-13	-1.5	-0.5	2	-1	i	-1	-1.1	-2
CCOC(=O)C1(Cc2ccc(OC)cc2)CCN(C(=O)c2cc(C)on2)CC1	0	-2	-1.3	0.1	-2	-1	i	-5	-0.3	3
Cc1ccc(OCC(=O)N2N=C(c3ccncc3)CC2(O)C(F)(F)F)cc1C (configuration not stated)	-3	103*	0.8	-1.4	-1	2	i	-16	-0.8	0
C=CCn1c(SCC(=O)N(C)C2CCS(=O)(=O)C2)nnc1-c1ccncc1 (configuration not stated)	0	0	-0.6	-1.2	3	2	i	0	0.9	0
C=CCOc1ccc(NC(=O)C(=O)NCCCn2ccnc2)cc1	4	0	-1.0	-0.6	-4	-4	i	-2	0.6	33
Continuation.
SMILES	DNMT1 inh	Scp-1 inhibitor	LMPTP block	TbMetRS inhib	STEP inh	CSN inh	Rpn11 inh	NadD inh	MsrA inh	SUMO1-SIM PPI
CC(Sc1ncc(C#N)c(N)n1)C(=O)Nc1ccccc1 (configuration not stated)	0	0	-1.8	1.3	-1	54*	i	3	0.6	2
Cc1cc(=O)[nH]c(SCC(=O)c2ccc(C)c(C)c2)n1	-1	-13	-1.0	-0.4	2	1	i	1	-0.7	0
Nc1nc(N)c2cc(S(=O)(=O)c3cccc(C(F)(F)F)c3)ccc2n1	-4	.	21	0.2	-2	1	i	-9	-0.4	-2
Cc1cccc(OCC(=O)NCCN2CCOCC2)c1	-2	-8	-0.9	-0.3	0	-3	i	-4	-0.9	3
COc1ccc(C2C(C#N)=C(N)Oc3cc(O)ccc32)cc1OC (configuration not stated)	-2	-2	0.3	-1.3	0	-3	i	-3	-0.2	-14
CCCCc1n[nH]c(=S)n1Cc1ccc(C)cc1	5	10	-0.7	-1.2	-3	3	i	21	0.1	0
CCCc1nc2ccccc2c(C(=O)N(CC)CC(=O)NCc2cccs2)c1CC	-3	-7	-3.1	-0.3	-4	6	i	3	0.4	0
C[C@@H]1C[C@H]2[C@@H]3C[C@H](F)C4=CC(=O)C=C[C@]4(C)[C@@]3(F)[C@@H](O)C[C@]2(C)[C@@]1(O)C(=O)CO	-3	11	-0.7	-0.9	-2	1	i	-4	1.5	-4
Cc1ccc(CN(Cc2ccco2)C(=O)c2ccco2)cc1	0	-2	0.6	-0.5	-2	3	i	-6	-0.1	0
CCC(c1nnc(SCC(=O)Nc2cccc(S(N)(=O)=O)c2)n1-c1ccc(OC)cc1)N(C)C (configuration not stated)	-1	-10	-0.2	0.1	0	-3	i	-3	-1.6	2
Cc1cc(C)n(CCC(=O)Nc2cccc(F)c2)n1	-1	3	-1.6	-0.6	-2	-2	i	-6	1.4	2
COc1ccccc1NC(=O)c1ccc(NC(=O)CSc2n[nH]c(N)n2)cc1	-1	-7	-1.9	-0.3	-2	-2	i	-4	-1.2	-2
CC(NC(=O)C1CCN(C(=O)c2cccs2)CC1)c1ccc(S(N)(=O)=O)cc1 (configuration not stated)	-132	-10	-8.8	-0.5	-2	101*	+	3	-0.8	-139
COc1cccc(C2(O)CCN(C(=O)C3CCC3)CC2)c1	-1	-4	0.0	0.2	-4	3	i	-8	1.1	-1
CC(=O)N1CC=CC1(C)C(=O)O (configuration not stated)	7	-8	-2.4	-0.4	-3	2	i	-5	-1.4	3
Cc1ccc(C(=O)NCC(=O)OCC(=O)NC2CCCCCCC2)cc1	2	-9	0.7	0.1	1	3	i	-8	0.4	-2
COc1cc(C(=O)OCC(=O)NC2CCS(=O)(=O)C2)ccc1OCc1c(C)noc1C (configuration not stated)	-4	-4	-0.3	0.0	0	-5	i	-3	0.5	0
COc1ccc(NC(=O)COc2nsnc2N2CCCCC2)cc1	-5	-3	0.9	-0.4	2	7	i	-4	1.5	9
Cc1cnc(NC(=O)C(C)N2CCN(C)CC2)s1 (configuration not stated)	-3	-11	-2.1	0.2	-2	6	i	-7	-1.4	-6
CC1CC(C)CN(C(=O)c2cc(S(=O)(=O)N3CCCCC3)ccc2Cl)C1 (configuration not stated)	-2	1	0.8	0.4	0	-6	i	3	1.0	4
CC(C)CNC(=O)CC(c1ccccc1)c1ccccc1	4	-7	-0.4	-0.3	-1	-7	i	2	-0.2	1
COc1ccccc1N1CCN(C(=O)CNC(=O)Cn2cnc3sc(C)c(C)c3c2=O)CC1	1	-3	-1.6	-0.5	0	4	i	3	0.3	3
O=C(NCc1ccco1)c1cc(-c2ccccc2)nn1CC1CC(c2cccnc2)=NO1 (configuration not stated)	2	3	2.8	-0.4	0	1	i	1	-0.6	-3
COc1cccc(Oc2c(C)oc3c(CN4CCCC4)c(O)ccc3c2=O)c1	0	-9	4.0	-1.0	2	2	i	2	1.6	2
NC(=O)c1ccc(N2CCOCC2)nc1	0	-1	-0.4	-0.7	1	2	i	-3	-1.3	-2
CC1=NN(c2ccc(C(F)(F)F)cn2)C(=O)C1	-1	2	0.1	-0.7	-2	2	i	1	-0.3	2
C=CCNC(=O)c1cc2cccc(OC)c2oc1=O	1	1	-0.9	-0.5	-5	6	i	-1	1.5	-24
COc1ccc(-n2nnc3c(SCC(=O)N4CCCc5ccccc54)ncnc32)cc1	1	-4	1.7	-0.1	-1	5	i	-10	0.4	-3
